# High-throughput results as filed in PubChem.
# N370S GC = inhibits or activates N370S mutant glucocerebrosidase; P04062; N370S GC spleen homogenate, 4MU-glucoside fluorescence; Potency, µM (top dose mostly 59.4 µM), for the others: top-dose activity change, negative = inhibition, usual class: inhibitors; hit rate 0.092% among 330,000; AID 2101;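 note: 0% = full enzyme activity and -100% = no enzyme basal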
# DT40 TDP1 CPT = DT40-hTDP1 cell growth loss with CPT | hit rate 12% among 420,000 | Potency, µM (top dose mostly 46.2 µM), without a hit: at the top dose activity change, negative = growth inhibition, most hits filed as inhibitors | chicken DT40 Tdp1-/-;hTDP1 cells + 20 nM CPT, ATP luminescence, 48 h; note: nearly all actives have a fitted effect of over 55% in size
#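 Chicken DT40 Tdp1-/- cells complemented with human TDP1, 400 cells/well, exposed to compounds plus 20 nM camptothecin for at least 48 h at 37 C; viability read as ATP content by CellTiter-Glo luminescence.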
# FEN1 inh = inhibitors of human flap endonuclease 1. P39748. Recombinant FEN1 flap cleavage, fluorescence, 15 min. Potency, µM (doses to about 114 µM), without a hit: at the top dose activity change, negative = inhibition, hits mostly inhibitors. hit rate 0.35% among 390,000; note: nearly all actives have a fitted effect of over 65% in size
# Target sequence (P39748 whole entry, looked up): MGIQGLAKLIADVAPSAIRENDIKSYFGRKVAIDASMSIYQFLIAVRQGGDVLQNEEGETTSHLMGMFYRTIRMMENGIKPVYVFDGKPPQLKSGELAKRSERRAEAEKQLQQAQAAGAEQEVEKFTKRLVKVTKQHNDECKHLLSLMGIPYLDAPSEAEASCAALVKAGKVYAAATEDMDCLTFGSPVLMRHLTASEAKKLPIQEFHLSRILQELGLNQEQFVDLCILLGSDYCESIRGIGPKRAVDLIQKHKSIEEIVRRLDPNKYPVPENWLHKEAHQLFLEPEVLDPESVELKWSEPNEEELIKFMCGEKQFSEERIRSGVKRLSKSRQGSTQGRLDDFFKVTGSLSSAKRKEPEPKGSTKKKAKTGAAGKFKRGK
#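 Potency values derive from four-parameter Hill fits of normalized qHTS data. The reaction used 10 nM FEN1 preincubated 15 min at room temperature with compound, then 50 nM DNA substrate, read at 0 and 15 min.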
# Starred values were filed as active, the others as inactive; ? = inconclusive; / = no result given; & = joins results of further samples. Calls come from the whole dose curve; as a rule, active = well fitted curve in the direction sought with a large enough effect; inconclusive = small, poorly fitted or top-dose-only effect, or another doubt; inactive = no such curve, though single readings can be large; an effect the other way counts as inactive or inconclusive. Unless noted, % is set by controls: 0 for no effect and ±100 for the full control effect; potency is the fitted concentration of half-maximal effect.
SMILES,N370S GC,DT40 TDP1 CPT,FEN1 inh
Cc1c(CN2CCc3c([nH]c4ccccc34)C2C2CCCCC2)cnn1C (configuration not stated),0%,-3%,-10%
Cc1cc(C)cc(NC(=O)CN2C(=O)CCc3cc(S(=O)(=O)N4CCCCC4)ccc32)c1,/,16µM*,-3%
O=C(NCCOc1ccccc1)c1ccccc1Cl,-8%,7%,0%
O=C(COC(=O)C1(c2ccc(F)cc2)CCCC1)NCc1ccco1,14%,5%,-6%
CCN(CC)C(=O)CN1C(=O)C2(OCC(C)(c3ccccc3)CO2)c2ccccc21 (configuration not stated),7%,?,0%
COc1cc(OC)nc(N/N=C(\c2ccccc2)c2ccncc2)n1,-18%,0%,-1%
CC1CCCN(CCCNC(=O)C2CCCN(c3ncnc4c3nc3n4CCCCC3)C2)C1 (configuration not stated),-6%,6%,-2%
Cc1ccc(NC2CCCN(C(=O)c3cccnc3)C2)cc1C (configuration not stated),3%,-5%,-3%
CCNC(=S)NC1CC2CCC(C1)N2Cc1ccccc1 (configuration not stated),3%,-22%,-2%
C#CCOCCOCCOCCNc1nc(N2CCN(C(=O)Cn3cc(CC(C)O)nn3)CC2)nc(N2CCN(C(=O)[C@H]([C@@H](C)O)n3cc(CCCCN)nn3)CC2)n1 (some centres not stated),/,-13%,4%
Cc1ccc(N2CCN(C(=O)c3cc(C(=O)c4ccccc4C)c[nH]3)CC2)c(C)c1,15%,?,-21%
CCOC(=O)c1ccc(NC(=O)Cn2ccc([N+](=O)[O-])n2)cc1,-12%,-19%,-2%
CCn1nc(C)c(CNC(=O)C2CCC(=O)N(CCc3ccc(Cl)cc3)C2)c1C (configuration not stated),-1%,-15%,1%
CCOc1ccc(N(C)C(=O)CCc2nnc3ccc(N4CCC5(CC4)OCCO5)nn23)cc1,2%,-13%,20%
COc1ccc(CN2CCN(C(=O)c3cccc4ccccc34)CC2)cc1OC,-8%,-23%,-13%
COc1ccc(S(=O)(=O)N2CCCCC2C(=O)O)cc1OC (configuration not stated),3%,7%,-14%
Cc1cc2c(cc1NC(=O)c1ccc(C(C)(C)C)cc1)n(C)c(=O)c(=O)n2C,/,23µM*,19%
Cn1c(SCC(=O)NC(=O)c2cccc([N+](=O)[O-])c2)nnc1-c1ccc(F)cc1,-7%,4%,-6%
COc1ccc(Cl)cc1C(=O)NNC(=O)c1ccncc1,-2%,2%,3%
O=C(CSc1nccc(=O)[nH]1)Nc1ccc2c(c1)OCCO2,-12%,-14%,4%
CC1CC(C)CN(S(=O)(=O)c2ccc(C(=O)N3CCN(c4ccccc4)CC3)cc2)C1 (configuration not stated),5%,?,10%
O=C1CN(C(=O)N[C@@H](Cc2ccccc2)C(=O)N[C@H](C(=O)O)c2ccccc2)c2ccccc2N1,-1%,-20%,2%
CCc1ccccc1NC(=O)CSc1nnc([C@H](CCSC)NC(=O)OC(C)(C)C)o1,?,1%,-6%
COc1ccc(CCn2c(N)cc(=O)[nH]c2=O)cc1OC,-1%,-8%,7%
COC(C(=O)NC1CC1)c1ccccc1 (configuration not stated),20%,-5%,13%
# New compounds follow:
SMILES,N370S GC,DT40 TDP1 CPT,FEN1 inh
CCCOc1ccc(C2=CC(=O)C[C@H](c3ccc(OC)cc3)C2)cc1,/,?,6%
CCCCN(CC)CCOc1cccc2ccccc12,-28%,-28%,/
CCc1ccc(CNC(=O)c2ccc(-n3c(C)cc4c3CCC(C)C4)cc2)cc1 (configuration not stated),/,16µM*,-5%
COc1ccc([C@@H]2[C@@H]3C(=O)N(C(C)(C)C)C(=O)[C@@H]3[C@]3(Cc4ccc(Cl)cc4)C(=O)N(c4cccc(Br)c4)C(=O)N23)cc1,3%,-9%,7%
CC(=O)Nc1ccc(NS(=O)(=O)c2cc(Cl)sc2Cl)cc1,1%,1%,-10%
Cc1ccc(CN2CCN(CC(=O)NCc3ccccc3)CC2)cc1,-9%,22%,14%
Cc1cccc(Nc2sc(C(=O)c3cc4cc(Cl)ccc4o3)c(N)c2C#N)c1,-5%,-3%,7%
Cc1cc(C)c2nc(N3CCC(C(=O)NCC4CCCO4)CC3)sc2c1 (configuration not stated),-16%,-7%,-14%
O=C(O)CC(c1ccccc1)n1cnnn1 (configuration not stated),3%,-19%,-1%
CC1(C)Oc2c(ccc(O)c2CN2CCOCC2)C2=C1CCCC2,/,?,3%
Cc1ccsc1/C=N/NC(=O)c1cccs1,21%,11%,-3%
CCc1ccccc1NC(=O)Cn1nnc(C(=O)NCc2cccc(OC)c2)c1N,3%,?,1%&-2%
O=C(Oc1ccc(N(C(=O)c2ccncc2)S(=O)(=O)c2ccc(F)cc2)cc1)c1ccncc1,-23%,-26%,-7%
O=C(COc1ccccc1Cl)N1CCN(c2ccc([N+](=O)[O-])c(N3CCCCC3)c2)CC1,10%,?,2%
Cc1cccc(CS(=O)(=O)Cc2ccc(C(=O)NCc3ccc(F)cc3)o2)c1,/,21µM*,-3%
O=C(COc1ccc(Br)cc1)NCCNC(=O)c1ccncc1,-1%,0%,4%
O=C(NCCS(=O)(=O)N1CCCC1)c1ccccc1,-8%,3%,3%
COCCCNC(=O)C[C@H]1C[C@H](C(=O)N2CCOCC2)[C@@]2(C)c3[nH]c4ccc(Cl)cc4c3CCN2C1=O,/,?,-4%
COc1ccc(N2CCN(C(=O)COC(=O)c3cccc(OC)c3O)CC2)cc1,/,-15%,3%
O=C(CCSc1nc(-c2ccco2)cc(C(F)(F)F)n1)NCCc1ccccc1,14%,?,-1%
CCOC(=O)c1cc(C)nc(S(C)(=O)=O)c1C#N,-3%,?,-2%
COC(=O)CC(NC(=O)CN1CCN(c2ccc(F)cc2)CC1)c1cccc(F)c1 (configuration not stated),-19%,26%,14%
COc1ccc(OCCN(C)CC(=O)Nc2ccccc2SC)cc1,-7%,?,-3%
Cc1ccc(S(=O)(=O)N2CCN(C(=O)c3cc(=O)c4ccccc4o3)CC2)cc1,-3%,?,-9%
Cc1cc(N(C(=O)c2ccco2)C(C(=O)NC2CCCCC2)c2ccccc2)ccc1-n1cnnn1 (configuration not stated),-25%,?,26%
# Later entries.
SMILES,N370S GC,DT40 TDP1 CPT,FEN1 inh
COc1ccc2c(c1)CCc1sc(NC(=O)c3ccc(Cl)cc3)nc1-2,/,18µM*,-15%
CCN(/N=C/c1ccccc1)c1cc(=O)n(C)c(=O)[nH]1,-1%,0%,-9%
CC(C)CNc1nc(NC(C)(C)C)nc(Oc2ccc(=O)n(-c3ccccc3)n2)n1,/,?,-2%
O=C(O)CCCc1nc2ccccc2s1,-4%,-5%,5%
CCc1cc(C(=O)N(CCCOC)c2c(N)n(Cc3ccccc3)c(=O)[nH]c2=O)sc1C,-3%,-2%,-3%
Cc1ccc(Cn2c(=O)c3ccccc3n3c(CCC(=O)O)nnc23)cc1,/,3%,10%
CCOc1ccc(CCNC(=O)c2cc3c(s2)-c2c(C)cccc2OC3)cc1,/,-21%,17%
COc1ccc(NC(=O)CCN2C(=O)/C(=C/c3ccc4c(c3)OCO4)SC2=S)cc1,8%,-18%,-1%
CCCNC(=O)C(Cc1cccc(C#N)c1)NC(=O)c1ccc(C#N)cc1 (configuration not stated),/,?,-10%
COc1ccc(CNC(=O)CN(C(=O)c2ccc(CN3CCOCC3)o2)C2CCCC2)cc1,-15%,7%,1%
CC(C)(C)c1ccc(S(=O)(=O)N2CCN(c3ccccn3)CC2)cc1,-5%,?,-1%
CCOc1ccc2c(c1)c(=O)c(S(=O)(=O)c1ccc(F)cc1)cn2CC(=O)Nc1ccccc1C,/,6%,4%
O=C(CN1C(=O)c2ccc([N+](=O)[O-])cc2C1=O)NC1CCS(=O)(=O)C1 (configuration not stated),-12%,2%,2%
O=[N+]([O-])c1cc(CN(CCO)CCO)ccc1O,-3%,-11%,-10%
CC1CCc2c(sc(NC(=O)/C=C/c3cccs3)c2C(=O)O)C1 (configuration not stated),4%,-25%,3%
CCOC(=O)c1c(S(=O)(=O)N2CCC(C(=O)N3CCN(c4ccccc4F)CC3)CC2)c(C)n(C)c1C,/,?,-8%
O=C(O)c1cc(S(=O)(=O)Nc2ccc3cn[nH]c3c2)ccc1Br,/,-23%,-24%
CCN(CC)c1ccc2cc(-c3nc4ccccc4n3C)c(=O)oc2c1,-2%,0.65µM*,0%
CC(C)C1CCN(C(=O)C2CCC(=O)N(CCc3ccc(Cl)cc3)C2)CC1 (configuration not stated),3%,?,4%
O=C(Nc1cccc2ccccc12)c1ccc(Br)o1,-4%,?,1%
Cc1ccccc1-c1nc(CN2CCC(C(=O)NCc3ccc(F)cc3)CC2)c(C)o1,/,16µM*,-10%
COc1ccc(-c2c(C)nc3c(-c4ccc(F)cc4)cnn3c2N)cc1,-25%,-5%,-4%
O=C(O)c1ccccc1NC(=O)N1c2ccccc2Sc2ccccc21,/,?,-24%
CC1(C)NC(=O)N(CC(=O)N2CCN(S(=O)(=O)c3cc(Cl)ccc3Cl)CC2)C1=O,/,-1%,24%
Cc1cc(NC(=O)COC(=O)c2ccccc2[N+](=O)[O-])no1,8%,0%,-6%
# New compounds follow.
SMILES,N370S GC,DT40 TDP1 CPT,FEN1 inh
COc1ccc(CC(=O)OCC(=O)c2c[nH]c3ccccc23)cc1,/,-14%,-18%
CCCCOc1ccc(C(=O)CCN2CCOCC2)cc1,-11%,5.2µM*,-2%
CCOc1ccc(OCC)c(NC(=O)C2CCN(S(=O)(=O)c3c(C)[nH]c(=O)[nH]c3=O)CC2)c1,-7%,18µM*,-1%
Cc1ccccc1N1CCN(S(=O)(=O)c2ccc3ccccc3c2)CC1,-1%,?,-4%
Cc1[nH]c(=O)[nH]c(=O)c1/C=N/NC(=O)[C@@H](N)CC(C)C,-4%,-2%,23%
COc1ccc(F)cc1S(=O)(=O)Nc1ccncc1,1%,10%,8%
C/C(=N/NC(=O)c1ccncc1)c1ccc(NC(=O)c2ccccc2)cc1,-9%,-23%,-7%
CCOC(=O)C1=C(CS(=O)(=O)c2ccccc2)NC(=O)NC1c1cccc(OC)c1 (configuration not stated),-8%,-28%,8%
COCc1[nH]nc2c1C(c1ccc(OC)c(OC)c1)C(C#N)=C(N)O2 (configuration not stated),-4%,0%,-12%
Cc1cc(NC(=O)c2cc(-c3cccc(Cl)c3)on2)n(-c2ccccc2)n1,/,?,12%
Cn1c(=O)c2c(nc(Br)n2CCSc2nnnn2-c2ccccc2)n(C)c1=O,8%,?,1%
O=C(Oc1cccc([N+](=O)[O-])c1)c1ccc2c(=O)n3c(nc2c1)CCC3,/,-22%,0%
COc1ccc(Cl)cc1Nc1nc2ccc(C)cc2n2cnnc12,10%,23µM*,-10%
CCOC(=O)N1CCC(NS(=O)(=O)c2cc(C(=O)OC)n(C)c2)CC1,-6%,5%,-5%
Nc1c(-c2ccc(Cl)cc2)cnc2c(-c3ccc(F)cc3)cnn12,4%,-25%,0%
CC(Oc1ccccc1)C(=O)Nc1ccccc1F (configuration not stated),24%,-6%,-16%
COc1ccc(Cl)cc1C(=O)Nn1cnnc1,2%,21%,-8%
COc1ccc(C)cc1NCC(=O)Nc1ccc(C(C)(C)C)cc1,11%,?,-22%
C/C(=N\NC(=O)Cc1cccn1C)c1cccc2ccccc12,-8%,-14%,1%
O=C(c1ccco1)N1CCN(C(=O)C2CC2)CC1,0%,11%,-8%
COc1ccccc1NC(=O)Nc1nc(CC(=O)Nc2ccccc2F)cs1,?,?,-9%
COc1ccc(CC(=O)NC(C)CCc2ccccc2)cc1 (configuration not stated),1%,0%,2%
CN(CC(=O)Nc1ccccc1C(F)(F)F)C(=O)C1CCN(S(=O)(=O)c2ccc3c(c2)OCCO3)CC1,7%,?,8%
COc1ccc(S(=O)(=O)N2CN(Cc3ccco3)c3nc4ccccc4nc32)cc1,-10%,?,-4%
O=C(CSc1nnc(-c2ccccc2)n1-c1ccc(Cl)cc1)NC1CCS(=O)(=O)C1 (configuration not stated),-2%,-20%,-2%

# Not all compounds are listed, so the mix of outcomes need not match the whole.
